# V-ATPase pHluor: yeast V-ATPase proton transport regulation by pHLuorin; S. cerevisiae, pHLuorin cytosolic pH fluorescence; response, % at 10 µM; actives 0.37% (n = 350,000); AID 504577; in the data active = response mostly above about 7.3%, no sharp cut-off; inactive = mostly below about 5.4%; also: actives read high; inactives centre near 0; some compounds called inactive have numbers as strong as hits; reference of the scale not given here
# Keap1 Nrf2 FP: Keap1-Nrf2 (human) interaction inhibition. Q14145. Keap1 Kelch-Nrf2 peptide fluorescence polarization, 1536-well. inhibition, % at 9.4 µM. actives 0.15% (n = 340,000). AID 504523; in the data active = inhibition above about 12%;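 also: human Keap1 Kelch domain with fluorescein labeled Nrf2 9mer peptide probe; 0% = neutral control wells and 100% = peptide positive control; higher means more block of Keap1 binding to Nrf2 peptide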
# Target sequence (Q14145 whole entry, looked up, the tested form may be a part): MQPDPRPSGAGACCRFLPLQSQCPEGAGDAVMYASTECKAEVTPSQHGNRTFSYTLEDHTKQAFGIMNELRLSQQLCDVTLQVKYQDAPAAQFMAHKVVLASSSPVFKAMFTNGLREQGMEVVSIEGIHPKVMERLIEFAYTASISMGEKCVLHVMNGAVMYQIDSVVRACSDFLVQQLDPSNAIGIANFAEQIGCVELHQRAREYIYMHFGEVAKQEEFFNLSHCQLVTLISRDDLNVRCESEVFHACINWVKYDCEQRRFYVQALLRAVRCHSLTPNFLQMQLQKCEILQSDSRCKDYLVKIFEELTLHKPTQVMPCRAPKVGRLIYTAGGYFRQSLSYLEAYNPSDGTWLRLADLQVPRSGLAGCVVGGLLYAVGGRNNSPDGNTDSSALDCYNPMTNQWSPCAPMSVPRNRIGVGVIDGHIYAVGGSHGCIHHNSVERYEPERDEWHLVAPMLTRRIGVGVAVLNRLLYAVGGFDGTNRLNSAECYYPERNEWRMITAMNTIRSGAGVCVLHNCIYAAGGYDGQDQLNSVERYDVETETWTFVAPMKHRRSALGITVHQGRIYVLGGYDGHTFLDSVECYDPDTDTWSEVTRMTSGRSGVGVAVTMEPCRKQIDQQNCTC
# RTF Ca sens inh: cardiac RTF calcium desensitization; P19429+P45379; IANBD-labeled cardiac RTF, Ca2+ fluorescence; inhibition, % at 7.15 µM; actives 0.12% (n = 340,000); AID 493244;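 active = inhibition above the mean inhibition of all tested compounds plus 3 SD, cut at about 17% in these data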;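 also: assay run at fixed EC70 calcium of 1.6 mM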
# CAL PDZ FP: blocks peptide binding to the human CAL PDZ domain; purified CAL PDZ, TMR-peptide fluorescence polarization, 1 h; inhibition, % at 24.9 µM; actives 0.92% (n = 300,000);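 active = mean inhibition of at least 30% with at least half of replicates also reaching 30%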;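 also: 0% = DMSO neutral control and 100% = excess unlabeled competitor peptide PRC23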
# HTR5A ag ctr: activates human HTR5A in OPRM1-OPRD1 agonist counter-screen. P47898. HTR5A agonist assay, luminescence, cell-based. activation, % at 9.3 µM. actives 0.61% (n = 340,000). AID 504692; in the data active = activation mostly above about 9.5%, no sharp cut-off; inactive = mostly below about 7.6%;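 also: 0% = cells with vehicle only and 100% = reference agonist; strong numbers were not always called active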
# Target sequence (P47898 whole entry, looked up): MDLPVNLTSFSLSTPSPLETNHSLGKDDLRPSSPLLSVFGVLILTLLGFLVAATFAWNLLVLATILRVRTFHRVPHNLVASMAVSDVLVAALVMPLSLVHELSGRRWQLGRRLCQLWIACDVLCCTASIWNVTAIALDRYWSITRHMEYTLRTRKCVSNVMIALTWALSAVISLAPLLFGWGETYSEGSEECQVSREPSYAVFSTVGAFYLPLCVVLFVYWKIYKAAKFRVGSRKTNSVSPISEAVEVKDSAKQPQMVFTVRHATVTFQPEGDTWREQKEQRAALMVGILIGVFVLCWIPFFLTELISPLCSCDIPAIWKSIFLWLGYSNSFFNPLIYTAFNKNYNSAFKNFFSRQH
# MOR-DOR ag: agonists of human mu-delta opioid receptor heterodimerization. AID 504326. P35372+P41143. cells, OPRM1-OPRD1 heterodimerization, luminescence. activation, % at 9.3 µM. actives 0.3% (n = 340,000); in the data active = activation above about 18%;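 also: 0% = vehicle-treated cells and 100% = reference agonist; values of inactives mirror those of a sister screen read the other way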
# C-LANA FP: inhibitors of KSHV LANA C-terminal domain DNA binding; MBP-C-LANA/FAM-LBS DNA binding, fluorescence polarization; inhibition, % at 9 µM; actives 0.078% (n = 340,000); AID 504423;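 active = highest replicate inhibition at or above 60% at 9 µM, even if other replicates fall short; inactive = all replicates below 60% inhibition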;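 also: 0% = neutral control wells and 100% = 4 µM acridine orange control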
# HTR5A inv ctr: HTR5A inverse agonism, opioid heterodimer counter-screen; actives 0.083% (n = 340,000); HTR5A cell line, luminescence; AID 504634; inhibition, % at 9.3 µM; P47898; in the data active = inhibition mostly above about 23%, no sharp cut-off; inactive = mostly below about 18%;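 also: 0% = cells with DMSO and 100% = no-cell wells with DMSO; some compounds called inactive have numbers as strong as hits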
# cardiac RTF act: increases calcium sensitivity of human cardiac regulated thin filaments; P19429+P45379; IANBD-labeled TnC RTF fluorescence at EC20 calcium; 0% EC20 calcium, 100% full calcium; activation, % at 7.2 µM; actives 0.24% (n = 340,000); AID 493008;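 active = activation above the mean over all tested compounds plus 3 SD, cut at about 30% in these data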;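 also: rise in fluorescence read as greater calcium sensitivity of cardiac thin filaments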
# MOR-DOR inv ag: inverse agonists of human mu-delta opioid receptor heterodimerization; AID 504357; inhibition, % at 9.3 µM; P35372+P41143; cell-based MOR-DOR heterodimer luminescence, inverse agonism; actives 0.21% (n = 340,000); in the data active = inhibition above about 22%, passing the limit was not always enough;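 also: 0% = cells with DMSO and 100% = wells without cells with DMSO; values of inactives mirror those of a sister screen read the other way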
# * hit, by the source's call; . = no result given.
# Below each compound – V-ATPase pHluor	Keap1 Nrf2 FP	RTF Ca sens inh	CAL PDZ FP	HTR5A ag ctr	MOR-DOR ag	C-LANA FP	HTR5A inv ctr	cardiac RTF act	MOR-DOR inv ag
[1] CCOc1ccc2nc(N(CCN(CC)CC)C(=O)/C=C/c3cccs3)sc2c1
  2	-7	-7	31*	6	1.1	1.8	-10	1	-6
[2] O=C(c1cncc(Br)c1)N1CCCc2ccccc21
  0	-2	0	-2	3	3.2	0.3	-36	-3	-16
[3] O=C(Nc1cc(S(=O)(=O)Nc2ccccc2F)ccc1Cl)c1ccc(F)cc1F
  -1	3	2	.	-2	-0.2	0.3	7	-5	1
[4] CN(C(=O)COC(=O)C1=COCCO1)c1c(N)n(Cc2ccccc2)c(=O)[nH]c1=O
  -2	1	-5	-6	2	-2.9	0.7	10	2	19
[5] CC1CCN(CCNC(=O)C2CCCN(S(=O)(=O)c3cccc4nonc34)C2)CC1 (stereo not drawn)
  -1	-6	-2	-11	5	-0.7	3.5	-1	0	3
[6] O=C(CC1C(=O)NCCN1Cc1cccc(Oc2ccccc2)c1)NCCc1cnccn1 (stereo not drawn)
  4	-5	-6	0	-1	-2.6	-0.5	-21	2	13
[7] COc1cc(C=C2C(=O)c3ccccc3C2=O)cc(OC)c1OC
  -20	-1	-10	.	6	-0.7	-3.9	-2	-2	3
[8] COc1cc(NC(=O)c2ccc3c(c2)OCO3)ccc1NC(=O)C(C)C
  4	-5	-6	-2	0	-3.0	-1.0	-7	-2	16
[9] Cc1cccc(C(=O)NCCCNC(=O)c2ccccn2)c1
  -3	1	10	-10	0	-2.5	0.0	0	-1	13
[10] Nc1nc(CN2CCN(c3ccccc3)CC2)nc(Nc2ccc(Cl)cc2)n1
  1	3	10	-4	0	2.9	1.3	-4	2	-18
[11] COc1ccc(CNC(=O)COC(=O)CN2C(=O)COc3ccccc32)cc1
  15	-2	-4	-3	8	-2.9	0.5	-9	7	14
[12] COc1ccc(CN2CCN(Cc3nc4ccccc4s3)CC2CCO)c(C)c1C (stereo not drawn)
  1	-7	-7	-2	1	4.8	0.0	-2	-3	-35
[13] COc1ccccc1NC(=O)CSc1nnc(CNC(=O)c2ccco2)n1C
  0	-1	4	-4	3	-2.5	-0.7	-8	-6	13
[14] COc1cccc(/C=N/NC(=O)c2nnn(-c3nonc3N)c2-c2cccs2)c1
  0	7	-3	0	3	-0.7	-1.5	-14	-4	4
[15] CC(=O)c1cc(CN2CCC(n3nccc3NC(=O)c3ccccc3)CC2)cs1
  1	0	-3	1	-4	-4.7	-0.2	10	-1	24

# Given bar-delimited: part of the list above.
cpd | SMILES | V-ATPase pHluor | Keap1 Nrf2 FP | RTF Ca sens inh | CAL PDZ FP | HTR5A ag ctr | MOR-DOR ag | C-LANA FP | HTR5A inv ctr | cardiac RTF act | MOR-DOR inv ag
9 | Cc1cccc(C(=O)NCCCNC(=O)c2ccccn2)c1 | -3 | 1 | 10 | -10 | 0 | -2.5 | 0.0 | 0 | -1 | 13
12 | COc1ccc(CN2CCN(Cc3nc4ccccc4s3)CC2CCO)c(C)c1C (stereo not drawn) | 1 | -7 | -7 | -2 | 1 | 4.8 | 0.0 | -2 | -3 | -35

# Further records:
# Below each compound – V-ATPase pHluor	Keap1 Nrf2 FP	RTF Ca sens inh	CAL PDZ FP	HTR5A ag ctr	MOR-DOR ag	C-LANA FP	HTR5A inv ctr	cardiac RTF act	MOR-DOR inv ag
[16] S=C(NNC(=S)NC1CC2CCC1C2)NC1CC2C=CC1C2 (stereo not drawn)
  -3	-3	.	5	.	.	1.4	.	.	.
[17] CCOC(=O)C1(CCCc2ccccc2)CCN(C(=O)Cc2nonc2C)CC1
  2	-2	3	6	5	-1.5	-1.0	-13	-3	8
[18] O=S(=O)(c1ccccc1)c1nc(-c2ccccc2)oc1NCc1cccnc1
  -2	-9	-7	1	2	-1.4	-2.4	-4	1	8
[19] CN1CCN(NC(=O)C2CC2)CC1
  2	-2	-9	.	1	-1.6	-0.6	-24	1	9
[20] O=C(COc1cccnc1[N+](=O)[O-])N1CCc2ccccc2C1
  0	0	-8	-1	0	-2.0	0.3	0	-1	13
[21] O=C(NCc1ccccc1)c1ccc2c(c1)OCCO2
  4	2	-1	0	-4	-2.1	3.0	12	-3	12
[22] CSCC[C@@H](C(=O)Nc1ccc2c(c1)OCCO2)N1Cc2ccccc2C1=O
  -3	1	-3	1	-1	-1.2	0.8	3	0	7
[23] COc1ccc(C(CNC(=O)c2cc(S(=O)(=O)N3CCCC3)ccc2Cl)N2CCCC2)cc1 (stereo not drawn)
  -1	-5	6	.	6	0.0	1.1	-21	-8	0
[24] CC1=C(C(=O)OCc2ccccc2)C(c2cccnc2)n2ncnc2N1 (stereo not drawn)
  5	0	-7	0	5	1.1	-2.4	-13	-2	-6
[25] CC(C)Oc1ccc(Cc2c(O)nc(NCCCN(C)C)[nH]c2=O)cc1
  3	-4	2	-2	-2	-1.4	1.2	-19	3	8
[26] O=C(COc1ccc(-n2cnnn2)cc1)NC1CCCCC1
  1	-3	-3	1	3	-1.2	0.8	-8	-2	6
[27] CCc1c(C)nc2c(-c3ccccc3)c(-c3ccccc3)[nH]n2c1=O
  -2	-2	0	-5	-1	-0.2	1.3	3	0	1
[28] C/C(O)=C(/N=O)C(=O)Nc1ccccc1
  2	1	5	-6	1	-0.8	-1.5	10	2	5
[29] COc1ccc(CC(=O)Nc2ccc(C(=O)O)cc2NC(=O)Cc2ccc(OC)cc2)cc1
  1	-7	-10	.	-4	0.8	-0.1	-20	2	-4
[30] CC1CN(S(=O)(=O)c2ccc(Cl)c(S(=O)(=O)N3CC(C)OC(C)C3)c2)CC(C)O1 (stereo not drawn)
  -3	3	-2	-2	-4	-3.3	3.1	-19	-2	16
[31] CCOc1cc(/C=N/NC(=O)c2ccccn2)ccc1OC(=O)c1ccc(F)cc1
  2	-2	0	-6	-4	-3.6	-1.8	10	4	18
[32] Cc1cc(C)c(S(=O)(=O)N(CC(=O)O)CC(=O)O)c(C)c1
  1	-3	-1	0	-2	-1.4	-1.3	-9	3	8
[33] Cc1ccc(C(=O)CN(CCC(=O)O)C(=O)c2ccncc2)cc1
  -4	-2	-1	-2	2	-2.3	1.1	-10	7	13
[34] Fc1ccccc1Oc1nc(-c2ccncc2)nc2ccccc12
  -3	3	-7	.	0	-1.4	5.7	-14	10	7
[35] COC(=O)/C=C1/SC(=Nc2ccc(C)cc2C)NC1=O
  -2	1	-3	0	0	-3.0	0.3	15	3	13
[36] Cc1ccc(N2C(=O)[C@@H]3[C@H](C2=O)C2CCCN2[C@@H]3C(=O)c2ccccc2)cc1 (stereo partly drawn)
  2	-2	-23	1	3	-1.1	10	1	31*	6
[37] CCOc1ccc2c(c1)C(C)=CC(C)(C)N2C(=O)Nc1ccccc1F
  -2	-3	-29	0	-2	-0.2	1.4	-11	2	1
[38] Cc1cccc(NC(=O)c2ccccc2NC(=O)C2CCCCC2)c1C
  -2	0	-4	-4	0	2.6	-0.1	15	1	-12
[39] COc1ccccc1N1CCN(C(=O)/C=C/c2ccco2)CC1
  -2	-3	-2	-1	8	-0.3	0.1	15	9	2
[40] CCC(=O)Nc1ccc(-c2csc(NNC(C)=O)n2)cc1
  -4	-6	-15	-4	0	1.7	0.1	1	1	-12
[41] CN(C(=O)c1ccc(NC(=O)Cc2ccc(NC(=O)C3CCCN(C(=O)C4CC4)C3)cc2)cc1)C1CC1 (stereo not drawn)
  -3	-3	-5	-1	1	-0.5	2.5	5	6	3
[42] COc1ccccc1CCC(=O)N(Cc1ccccc1)c1c(N)n(Cc2ccccc2)c(=O)[nH]c1=O
  1	2	0	-3	2	-2.6	-0.8	21	-1	14
[43] O=C(N[C@@H](Cc1ccccc1)C(=O)OCc1ccccc1)c1nc[nH]c1C(=O)NC1CCNCC1
  2	-5	5	-4	-2	-2.2	-0.3	5	3	12
[44] CCOc1ccc2nc(SCC(=O)NC3CCS(=O)(=O)C3)[nH]c2c1 (stereo not drawn)
  -3	-2	-1	-4	1	-0.2	-0.7	-2	0	1
[45] CC(C)(C)c1ccc(/C=C/C(=O)NCCCN2CCOCC2)cc1
  -2	0	-4	-3	0	-0.4	1.2	-22	6	2
[46] CC12CCC(=O)N1C(C(=O)Nc1nnc(SCc3ccc(F)cc3)s1)CS2 (stereo not drawn)
  -2	1	2	0	1	-2.4	0.9	14	1	12
[47] CC1C/C(=N/NC(=O)c2ccc(CSc3nc4ccccc4[nH]3)cc2)CC(C)(C)C1 (stereo not drawn)
  0	0	-12	-2	5	-0.5	1.0	10	3	2
[48] CCC(Oc1ccccc1)C(=O)Nc1nnc(C(F)(F)F)s1 (stereo not drawn)
  2	6	-3	-3	3	0.5	7.3	-6	2	-2
[49] Cn1c(CC(=O)Nc2ccccc2F)nnc1SCC(=O)N1CCOCC1
  -2	-2	-6	2	6	-2.6	-0.9	17	2	14
[50] COc1ccc(OCC#CCNC(C)(C)C)cc1
  -1	0	-9	9	-1	-3.3	-1.4	3	-3	18
[51] COc1cccc(N2CCN(Cc3nc(N)nc(Nc4ccccc4)n3)CC2)c1
  -2	2	3	-6	1	-1.6	-1.8	-1	-4	8
[52] CSc1ccccc1C(=O)N1CCC2(CC1)CC(=O)c1ccccc1O2
  -5	1	-18	-7	-3	-3.1	1.1	8	-2	16
[53] O=C(COc1ncnc2ccccc12)c1ccc(Cl)cc1
  -1	3	-5	5	1	-0.8	-0.1	-3	-3	4
[54] CC1=C(C(=O)N2CCCC(CCC(=O)NCc3ccccc3F)C2)OCCO1 (stereo not drawn)
  3	-3	5	.	3	-2.0	-0.5	-30	4	11
[55] CCOc1ccccc1C(=O)Nc1nnc(COC)s1
  -1	0	-11	2	3	-1.8	-1.8	-43	-4	10
[56] CCCCn1c(N)c(N(CCOC)C(=O)COC(=O)c2cc(CCC)c(C)s2)c(=O)[nH]c1=O
  -3	0	10	.	-1	-3.9	-0.8	10	-10	19
[57] CNS(=O)(=O)c1cccc(C(=O)OCC(=O)N(CCC#N)c2ccccc2)c1
  0	6	-4	.	-4	-0.8	-1.8	-15	1	5
[58] COC(=O)CCCNC(=O)c1ccc2[nH]c(C)c(C)c2c1
  -3	-4	-2	-1	3	2.7	0.7	12	-1	-12
[59] COc1ccc(OCC(=O)OCCNC(=O)c2cccnc2)cc1
  -1	5	-2	-3	1	-0.2	0.7	-52	16	1
[60] Cc1cccc(OCC(O)CN2CCc3ccccc3C2)c1 (stereo not drawn)
  2	-6	8	-2	1	-1.2	-0.9	-5	-3	6
[61] CN(C(=O)COC(=O)c1cncc(Br)c1)C1CCCCC1
  2	1	-2	-1	-1	-2.2	1.5	5	-2	12
[62] CCOC(=O)Cc1csc(NC(=O)C(C)Oc2ccc3c(C)cc(=O)oc3c2)n1 (stereo not drawn)
  -1	2	-6	-4	-7	-1.1	1.4	0	-1	6
[63] CN(C(=O)c1ccc(NC(=O)Cc2cccc(NC(=O)C3CCN(C(=O)C4CCCC4)CC3)c2)cc1)C1CCCC1
  1	-8	-6	-2	12	-2.0	1.3	1	0	11
[64] O=C(N/N=C/c1ccc2c(c1)OCO2)C(=O)N1CCCC1
  0	-7	-4	-1	-2	-3.4	0.4	5	8	17
[65] O=C(CNC(=O)c1ccccc1Br)Nc1cccc(S(=O)(=O)Nc2ccccc2Cl)c1
  1	2	-3	-11	1	-0.9	-0.7	-4	-1	4
[66] O=C(NCc1ccc(CNC(=O)c2ccco2)cc1)c1ccco1
  0	-5	-15	-14	-3	-3.8	-2.5	-7	1	21

# Rows were taken by chance. Share with any hit: about 2.8%.
